PostGolgi ctrl = growth of the yeast control strain, post-Golgi counter-screen; inhibition, % at 10 µM; efflux-deficient yeast background strain, growth absorbance A615, 16 h; hit rate 5% among 98,000
PostGolgi yeast = growth inhibition of a yeast mutant, post-Golgi transport screen; post-Golgi transport phenotypic cell assay; inhibition, % at 10 µM; hit rate 0.9% among 98,000; AID 739;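 further: yeast cells grown in 1536-well plates; yeast grown about 18 h at 30C before absorbance read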
The depositor's hits bear a star. No stated cut-off is given here; in the data, active means inhibition above about 30%; inactive means the rest.

(1) CCCc1nc2c(o1)CC(CC(C)SCC)CC2=O (centres undefined)
(2) Cc1c(C(=O)NCCCN2CCOCC2)sc2ncnc(N3CCN(c4ccccc4)CC3)c12
(3) COc1ccc(-n2nnc3c(=O)n(CC(=O)OCc4ccccc4)cnc32)cc1
(4) Cc1cccn2c(=O)c3cc(C(=O)NC(C)C)c(=N)n(Cc4ccncc4)c3nc12
(5) Cc1ccc(Cn2c(=O)c3c(nc4n3CCN4Cc3ccco3)n(C)c2=O)cc1
(6) C=CCOC(=O)C1=C(C)NC(SCC(=O)N(CC)CC)=C(C#N)C1c1ccccc1 (centres undefined)

Screen / compound no.	1	2	3	4	5	6
PostGolgi yeast	23	-1	0	11	3	0
PostGolgi ctrl	-3	6	-9	9	13	17

(7) Cn1nc(OCCOc2ccccc2)ccc1=O
(8) COC1(OC)N=C(N)C2(C#N)C(c3ccc(F)cc3)C12C#N (centres undefined)
(9) COc1cc2c(cc1OC)C(C)N(C(=O)CCN1C(=O)C3C4C=CC(C4)C3C1=O)CC2 (centres undefined)
(10) Cc1nn(Cc2ccc(Cl)cc2)c(C)c1NC(=O)c1noc2c1CCCCC2
(11) Cc1nc2sc(C(c3ccco3)N3CCC(C)CC3)c(O)n2n1 (centres undefined)
(12) Cc1c(C(=O)NCCCN2CCCC2=O)oc2ccc(S(=O)(=O)N3CCOCC3)cc12

Screen / compound no.	7	8	9	10	11	12
PostGolgi yeast	10	4	6	4	3	3
PostGolgi ctrl	12	9	-3	15	-6	0

(13) CC(=O)NC(CCS(C)(=O)=O)C(=O)Nc1cccc(Cl)c1Cl (centres undefined)
(14) CCC(=O)c1ccc(OCc2ccc(C(=O)OC)o2)c(OC)c1
(15) Cc1ccc2oc(NC(=O)N3CCOCC3)cc(=O)c2c1
(16) O=C(CCNS(=O)(=O)c1cccc2nonc12)NC1CCCc2ccccc21 (centres undefined)
(17) CC1=NOC2(C1)N(C)c1ccccc1C2(C)C (centres undefined)
(18) CC(C)n1nnnc1SCC(=O)N1CCOCC1

Screen / compound no.	13	14	15	16	17	18
PostGolgi yeast	4	22	-4	-8	-3	-4
PostGolgi ctrl	3	25	8	32*	4	2

(19) C1CCC(CNc2c3c(nc4nnnn24)CCCC3)CC1
(20) CC(C(=O)N1CCCCC1)n1sc2ccccc2c1=O (centres undefined)
(21) CCOc1ccc(C(=O)NCCCN(CC)CC)cc1
(22) O=C(NCc1ccc(N2CCCC2=O)cc1)c1cn(Cc2ccccc2)nn1
(23) Cn1c(Cn2c(=O)sc3ccccc32)nnc1SCC(=O)Nc1cccc(F)c1
(24) O=C(CN1C(=O)c2ccccc2C1=O)NCc1ccccn1

Screen / compound no.	19	20	21	22	23	24
PostGolgi yeast	-2	2	-2	-3	1	0
PostGolgi ctrl	27	23	5	-2	-8	0

(25) CC(C)NC(=O)C1CCN(C(=O)N(C)C)CC1
(26) O=C(CSc1ncnc2ccccc12)Nc1ccc(N2CCOCC2)cc1
(27) O=C(c1cccs1)N(C(=O)c1cccs1)c1ccccn1
(28) O=C(Cn1cnc2c(cnn2-c2ccc(Cl)cc2)c1=O)NC1CCCCC1
(29) CC1(C)CC(=O)C2=C(C1)OC(c1cccs1)C(C#N)=C2N (centres undefined)
(30) CCN(CC)C(=O)CSc1nnc(CCN)o1

Screen / compound no.	25	26	27	28	29	30
PostGolgi yeast	0	4	-3	1	21	6
PostGolgi ctrl	9	-6	5	-1	1	1

(31) COc1ccc(Cc2nc(-c3ccc(-n4cccc4)cc3)no2)cc1
(32) O/N=C1/CC/C(=N\O)c2nn(-c3ccccc3)nc21
(33) COC(=O)c1cn(-c2ccccc2)nc1C(=O)OC
(34) CCC(=O)Nc1c(C#N)c2nc3ccccc3nc2n1-c1ccccc1C
(35) Cc1cc(C)nc(SCSc2nc(C)cc(C)n2)n1
(36) COc1ccc(C2CC(=O)c3cnc(NC(=O)c4ccccc4)nc3C2)cc1OC (centres undefined)

Screen / compound no.	31	32	33	34	35	36
PostGolgi yeast	-5	-1	-4	3	1	1
PostGolgi ctrl	3	12	0	6	1	3

(37) O=C(Nc1ccccc1Cl)c1cnccn1
(38) CCn1cc(C(=O)NCCCN2CCC(C)CC2)c(=O)c2cc(S(=O)(=O)N3CCCC3)ccc21
(39) COc1ccc(OCC(=O)N(C)Cc2ccccc2)cc1
(40) Cc1nn(-c2ccccc2)c2[nH]c(=O)c(CNCC3CCCO3)cc12 (centres undefined)
(41) Cc1ccc(C=NCc2ccncc2)c(O)c1
(42) CCOC(=O)N1CCN(C2CC(=O)N(c3ccccc3)C2=O)CC1 (centres undefined)

Screen / compound no.	37	38	39	40	41	42
PostGolgi yeast	22	7	7	-2	10	1
PostGolgi ctrl	28	-5	5	-1	-5	7

(43) Cc1cc(Nc2ccc(Br)c(C)c2)n2nc(C)nc2n1
(44) Cc1ccc(S(=O)(=O)Cn2cnnn2)cc1
(45) COc1ccc(C(=O)N2CCN(S(=O)(=O)c3ccc(C)cc3C)CC2)cc1OC
(46) O=S(=O)(c1ccc(F)cc1)N1CCN(CC(O)COCc2cccs2)CC1 (centres undefined)
(47) CCS(=O)(=O)NCC(c1cccnc1)N1CCN(c2ccccc2OC)CC1 (centres undefined)
(48) Brc1cccc(-c2nc(-c3ccncc3)no2)c1

Screen / compound no.	43	44	45	46	47	48
PostGolgi yeast	-1	2	-11	3	-4	13
PostGolgi ctrl	9	13	9	5	-8	43*

(49) COC1=C(OC)c2ccccc2C(C(=O)O)N/C1=C(/C)Nc1ccncc1 (centres undefined)
(50) Cn1c(COc2ccccc2)nnc1SCCSc1nnc(COc2ccccc2)n1C
(51) O=C(Nc1ccc(NC(=O)C2CCCN2C(=O)OCc2ccccc2)cc1)c1ccco1 (centres undefined)
(52) CCOc1cc(-c2noc(-c3ccncc3)n2)cc(Br)c1OC
(53) O=C(Cn1ncc2c(=O)oc3ccccc3c21)N1CCC(N2CCCCC2)CC1
(54) CCOc1cc2[nH]c(=O)n(Cc3ccc(C(=O)NCCOC)cc3)c(=O)c2cc1OCC

Screen / compound no.	49	50	51	52	53	54
PostGolgi yeast	-6	-6	13	-2	1	-6
PostGolgi ctrl	-8	2	1	0	14	-1

(55) CC(C)N1CCc2c(sc(NC(=O)c3ccc(S(=O)(=O)N4CCOCC4)cc3)c2C#N)C1
(56) CC(=O)N1CCc2cc(S(=O)(=O)NCCC(=O)Nc3cccc(C)c3)ccc21
(57) CCCC1(C(=O)OC)NC(c2cc(OC)c(OC)c(OC)c2)C2C(=O)N(CC)C(=O)C21 (centres undefined)
(58) Cn1c(=O)c2c(nc(CN3CCN(Cc4ccccc4)CC3)n2Cc2ccccc2)n(C)c1=O
(59) O=C(Cn1c(N2CCN(c3ccccc3)CC2)nc2ccccc21)c1ccccc1
(60) CC1Cc2nc(SCC(=O)N3CCOCC3)n(-c3ccccc3)c(=O)c2S1 (centres undefined)

Screen / compound no.	55	56	57	58	59	60
PostGolgi yeast	2	4	2	-1	7	-4
PostGolgi ctrl	1	2	-9	17	2	5

(61) O=C(Cc1c(O)c2ccccc2[nH]c1=O)NCc1cccc(F)c1
(62) CCOc1ccc(NS(=O)(=O)c2ccc(NS(C)(=O)=O)cc2)cc1
(63) CCN(CCCNC(=O)Cn1cc2c(n1)CCCC2)c1cccc(C)c1
(64) O=C(CCCNS(=O)(=O)c1cccs1)N1CCN(c2ccc(F)cc2)CC1
(65) COc1cccc(Cn2c(Oc3ccccc3)nc3c2c(=O)n(C)c(=O)n3C)c1
(66) Cn1cnnc1SCc1ccc(C(=O)n2ncc(C#N)c2N)cc1

Screen / compound no.	61	62	63	64	65	66
PostGolgi yeast	11	13	2	-3	-5	-4
PostGolgi ctrl	12	16	10	13	22	4

(67) Cc1ccc2c(c1)CCCN2C(=O)c1ccoc1C
(68) COc1ccc(C(=O)N2CCN(c3ccc(C)cc3C)CC2)cc1OC
(69) CC(=O)N1CCc2cc(S(=O)(=O)NCCC(=O)NC3CCN(Cc4ccccc4)CC3)ccc21
(70) COC(=O)c1cc2ccsc2n1CC(=O)N1CCCc2ccccc21
(71) CSc1nc(C)cc(OCCNS(=O)(=O)c2cc(C)ccc2C)n1
(72) O=C(Nc1nc(-c2ccccn2)cs1)c1ccc(Cl)s1

Screen / compound no.	67	68	69	70	71	72
PostGolgi yeast	2	-6	7	9	-12	37*
PostGolgi ctrl	8	26	0	10	7	24

Given with values under each structure: 19 of the compounds above
Order of values – PostGolgi yeast, PostGolgi ctrl
(51) O=C(Nc1ccc(NC(=O)C2CCCN2C(=O)OCc2ccccc2)cc1)c1ccco1 (centres undefined)
  13, 1
(52) CCOc1cc(-c2noc(-c3ccncc3)n2)cc(Br)c1OC
  -2, 0
(53) O=C(Cn1ncc2c(=O)oc3ccccc3c21)N1CCC(N2CCCCC2)CC1
  1, 14
(54) CCOc1cc2[nH]c(=O)n(Cc3ccc(C(=O)NCCOC)cc3)c(=O)c2cc1OCC
  -6, -1
(55) CC(C)N1CCc2c(sc(NC(=O)c3ccc(S(=O)(=O)N4CCOCC4)cc3)c2C#N)C1
  2, 1
(56) CC(=O)N1CCc2cc(S(=O)(=O)NCCC(=O)Nc3cccc(C)c3)ccc21
  4, 2
(57) CCCC1(C(=O)OC)NC(c2cc(OC)c(OC)c(OC)c2)C2C(=O)N(CC)C(=O)C21 (centres undefined)
  2, -9
(58) Cn1c(=O)c2c(nc(CN3CCN(Cc4ccccc4)CC3)n2Cc2ccccc2)n(C)c1=O
  -1, 17
(59) O=C(Cn1c(N2CCN(c3ccccc3)CC2)nc2ccccc21)c1ccccc1
  7, 2
(60) CC1Cc2nc(SCC(=O)N3CCOCC3)n(-c3ccccc3)c(=O)c2S1 (centres undefined)
  -4, 5
(61) O=C(Cc1c(O)c2ccccc2[nH]c1=O)NCc1cccc(F)c1
  11, 12
(62) CCOc1ccc(NS(=O)(=O)c2ccc(NS(C)(=O)=O)cc2)cc1
  13, 16
(63) CCN(CCCNC(=O)Cn1cc2c(n1)CCCC2)c1cccc(C)c1
  2, 10
(64) O=C(CCCNS(=O)(=O)c1cccs1)N1CCN(c2ccc(F)cc2)CC1
  -3, 13
(65) COc1cccc(Cn2c(Oc3ccccc3)nc3c2c(=O)n(C)c(=O)n3C)c1
  -5, 22
(66) Cn1cnnc1SCc1ccc(C(=O)n2ncc(C#N)c2N)cc1
  -4, 4
(67) Cc1ccc2c(c1)CCCN2C(=O)c1ccoc1C
  2, 8
(68) COc1ccc(C(=O)N2CCN(c3ccc(C)cc3C)CC2)cc1OC
  -6, 26
(69) CC(=O)N1CCc2cc(S(=O)(=O)NCCC(=O)NC3CCN(Cc4ccccc4)CC3)ccc21
  7, 0

Later entries:
(73) Cc1nc(SCC(C)C)[nH]c(=O)c1Cc1ccccc1
(74) O=C(Nc1cccc(O)c1)C1CCCN1C(=O)OCc1ccccc1 (centres undefined)
(75) Cc1ccc(Cn2nnc3c(=O)n(Cc4ccccc4C)cnc32)cc1
(76) CCOC(=O)c1sc(=S)n(-c2ccccc2OC)c1N
(77) O=C(CSCc1ccc(Cl)cc1)c1ccco1
(78) C=CCSc1nc2c(c(=O)[nH]c(=O)n2C)n1Cc1ccc(C)cc1

Screen / compound no.	73	74	75	76	77	78
PostGolgi yeast	2	5	-1	5	5	-6
PostGolgi ctrl	19	-5	4	5	0	27

(79) CCc1ccc(C(=O)COC(=O)CNC(=O)c2ccco2)cc1
(80) COc1ccc(NC(=O)c2ccc(Cl)c(S(=O)(=O)N3CCc4ccccc4C3)c2)cn1
(81) CCOc1cc(CNC(=O)CN2C(=O)c3ccccc3S2(=O)=O)ccc1OC
(82) COCCNC(=O)Cn1nc(C)c2ccccc2c1=O
(83) Cn1c(=O)c2cc(NCc3ccccc3)nnc2n(C)c1=O
(84) O=C(CN1C(=O)COc2ccccc21)N(CCCN1CCOCC1)CC1CC=CCC1 (centres undefined)

Screen / compound no.	79	80	81	82	83	84
PostGolgi yeast	17	-2	13	2	0	3
PostGolgi ctrl	11	45*	8	0	4	6

(85) COc1ccc(C2=CC(c3ccc(Cl)cc3)n3cnnc3N2)cc1OC (centres undefined)
(86) Cn1c(COc2ccccc2)nnc1SCC(=O)Nc1ccc2c(c1)OCO2
(87) CCc1nnc(NC(=O)CSc2nnc(-c3ccoc3C)n2CC(C)C)s1
(88) O=C(CSc1nc2ccccc2n1CC(=O)N1CCCC1)Nc1ccc2c(c1)OCO2
(89) O=C(CSc1nnnn1-c1ccccc1)Nc1nsc(-c2ccc(Cl)cc2)n1
(90) Cc1cc2c(c(Sc3ccccc3)n1)C(=O)OC2

Screen / compound no.	85	86	87	88	89	90
PostGolgi yeast	12	7	8	-5	5	0
PostGolgi ctrl	3	-9	1	7	12	-1

(91) CCOC(=O)c1ccc2c(c1)C(=O)N(C1CCCCC1)C2=O
(92) Cc1c(NC(=O)C2CCN(S(=O)(=O)c3ccccc3)CC2)c(=O)n(-c2ccccc2)n1C
(93) CCN1C(=O)c2ccccc2S(=O)c2ccc(C(=O)N3CCCC3)cc21 (centres undefined)
(94) Cc1cc(C)n(-c2nncc(-c3ccccc3)n2)n1
(95) Cc1cc(Nc2cccc(F)c2)n2nc(C)nc2n1
(96) Cc1cc2nc(SCC(=O)Nc3nonc3C)c3c(c2cc1C)CCCC3

Screen / compound no.	91	92	93	94	95	96
PostGolgi yeast	8	-5	7	1	3	3
PostGolgi ctrl	-9	8	-4	9	3	-4

(97) CCSc1nc2c(cnn2-c2ccc(C)cc2)c(=O)[nH]1
(98) CCN(CC)c1ccc2c(C)c(-c3ccc(N)cc3)c(=O)oc2c1
(99) COc1ccc(NC(=O)CSc2nnc(-c3cccs3)n2C)cc1OC
(100) COc1cc(C)c(C(C)C)cc1S(=O)(=O)n1cnc(C)c1
(101) O=C(CSc1nnc(SCc2ccc(Cl)cc2)s1)N1CCOCC1
(102) O=C(CSc1cccc(C(F)(F)F)c1)NC(=O)NCc1ccco1

Screen / compound no.	97	98	99	100	101	102
PostGolgi yeast	-11	27	1	9	9	10
PostGolgi ctrl	10	14	1	13	29	21

Not all compounds are listed, so the mix of outcomes need not match the whole.
